Screens: PubChem, several laboratories
GC-A act: GC-A (human) enzyme activation | P16066 | HEK293 GC-A cells, cGMP TR-FRET, EC30 ANP; 0% at EC30 ANP, 100% saturating ANP | activation, % at 10 µM | 370,000 compounds, 0.14% hits | AID 1671463; in the data active = activation above about 40%
Target sequence (P16066 whole entry, looked up): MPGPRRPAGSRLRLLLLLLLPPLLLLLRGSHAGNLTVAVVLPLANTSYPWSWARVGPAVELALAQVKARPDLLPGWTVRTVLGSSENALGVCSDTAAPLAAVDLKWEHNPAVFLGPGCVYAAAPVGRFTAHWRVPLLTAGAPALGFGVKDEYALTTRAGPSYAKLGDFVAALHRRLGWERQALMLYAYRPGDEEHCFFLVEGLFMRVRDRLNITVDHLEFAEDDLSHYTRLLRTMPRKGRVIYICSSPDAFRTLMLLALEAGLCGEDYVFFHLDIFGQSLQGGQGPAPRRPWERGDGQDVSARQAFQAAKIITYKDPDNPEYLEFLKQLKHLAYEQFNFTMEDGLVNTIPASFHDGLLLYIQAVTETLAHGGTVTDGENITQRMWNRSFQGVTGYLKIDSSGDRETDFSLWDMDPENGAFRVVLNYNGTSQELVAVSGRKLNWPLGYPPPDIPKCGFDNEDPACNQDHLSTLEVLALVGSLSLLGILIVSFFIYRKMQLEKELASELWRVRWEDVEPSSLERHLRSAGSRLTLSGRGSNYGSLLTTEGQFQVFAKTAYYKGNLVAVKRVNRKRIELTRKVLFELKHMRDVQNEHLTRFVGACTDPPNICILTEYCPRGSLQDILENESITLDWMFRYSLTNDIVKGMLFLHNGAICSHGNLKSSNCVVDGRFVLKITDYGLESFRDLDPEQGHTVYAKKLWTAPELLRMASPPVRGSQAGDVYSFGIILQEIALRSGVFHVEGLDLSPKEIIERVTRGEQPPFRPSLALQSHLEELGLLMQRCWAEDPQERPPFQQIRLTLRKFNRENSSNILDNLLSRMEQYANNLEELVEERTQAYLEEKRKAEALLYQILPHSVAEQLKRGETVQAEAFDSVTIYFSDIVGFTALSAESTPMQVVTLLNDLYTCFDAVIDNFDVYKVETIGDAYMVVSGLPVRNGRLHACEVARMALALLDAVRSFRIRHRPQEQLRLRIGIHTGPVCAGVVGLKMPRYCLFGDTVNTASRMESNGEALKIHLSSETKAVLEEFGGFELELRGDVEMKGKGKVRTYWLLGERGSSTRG
ASAP1 inh: ASAP1 ArfGAP inhibition; AID 624377; 360,000 compounds, 0.19% hits; ASAP1-stimulated ARF1 GTP hydrolysis, GDP FP detection; inhibition, % at 16.5 µM; in the data active = inhibition above about 25%;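 note: 0% = vehicle with enzyme and substrate and 100% = no enzyme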
rCAG RNA binder: binds r(CAG) RNA repeats | AID 651821 | inhibition, % at 3 µM | 370,000 compounds, 1.3% hits | r(CAG) RNA repeat, TO-PRO-1 dye displacement fluorescence;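 active = inhibition above the plate cutoff, the mean of all test compounds on that plate plus 3 SD, cut at about 35% in these data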;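 note: 0% = DMSO alone and 100% = 100 µM mitoxantrone as full dye displacement; higher means more dye released from RNA so lower well fluorescence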
proKLK7 act: proKLK7 (human) activation, primary screen | P49862 | purified proKLK7, EDANS-DABCYL substrate fluorescence; 100% is mature enzyme control, 0% vehicle | activation, % at 7 µM | 370,000 compounds, 0.9% hits;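 active = activation above the mean of all tested compounds plus 3 SD, computed per campaign excluding outliers beyond control limits, cut at about 13% in these data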
GC-B act: GC-B (human) receptor activation; activation, % at 10 µM; P20594; 370,000 compounds, 0.11% hits; HEK293-GC-B cells, CNP EC30, cGMP TR-FRET; 0% at EC30 CNP, 100% saturating CNP;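 active = activation at 10 µM reaching about 35% in either raw or pattern-adjusted values, limit read from the data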
ADAM10 inh: inhibitors of human ADAM10 | O14672 | recombinant ADAM10, EDANS/DABCYL FRET peptide cleavage, 3 h | inhibition, % at 7 µM | 370,000 compounds, 0.62% hits | AID 720582;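 active = inhibition above a per-campaign cutoff equal to the mean of compounds falling between control-based bounds plus 3 SD, cut at about 20% in these data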;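 note: 0% = DMSO wells while the 100% control is not disclosed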
Tn6 DDE FP: inhibitors of Tn6 peptide binding to human fibrin DD(E); Fibrin DD(E) TRITC-Tn6 fluorescence polarization displacement; P02675; 370,000 compounds, 0.21% hits; inhibition, % at 8.3 µM;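 active = inhibition above a per-campaign cutoff: mean of compounds within control limits plus 3 SD, cut at about 15% in these data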;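 note: 0% = median of all compound wells on the plate and 100% = blocking peptide control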
ARFGAP1 inhibitor: rat ARFGAP1 inhibition | inhibition, % at 16.5 µM | Arfgap1-stimulated ARF1 GTP hydrolysis, GDP FP detection | AID 651572 | 360,000 compounds, 0.26% hits | Q62848;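 active = inhibition above a per-plate limit, mean inhibition of low control wells plus 3 SD, cut at about 25% in these data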;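 note: 0% = DMSO wells with enzyme and 100% = wells lacking Arfgap1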
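Material: truncated rat Arfgap1 GAP domain; Incubation: compound-enzyme preincubation 20 min, reaction 120 min, detection 60 min, 25 °C; Read-out: percent inhibition of Arfgap1-stimulated GTP hydrolysis; Technique: FP, GDP Alexa 633 tracer displaced from anti-GDP antibody, 620/688 nm; Controls: No-Arfgap1 wells (100%) versus DMSO full-reaction wells (0%); Replication: single well per compound.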
sPLA2-III inh: Blocks human group III sPLA2 activity; Q9NZ20; QFRET BODIPY PC-A2 liposome hydrolysis, fluorescence; inhibition, % at 12.2 µM; 370,000 compounds, 0.56% hits; AID 743126;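 active = inhibition above mean plus 3 SD of compounds lying within the high and low control bounds, cut at about 19% in these data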;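 note: 0% = median of test compound wells and 100% = no enzyme DMSO wells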
GAA850 FXN act: increases GAA850 frataxin promoter reporter activity; HEK293 lucGAA850 FXN promoter luciferase reporter, 24 h; percent of 10 µM SAHA response; activation, % at 6 µM; 360,000 compounds, 0.56% hits;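 active = activation above the average of all compounds screened plus 3 SD, cutoff fixed separately per campaign, cut at about 7.5% in these data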;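 note: 0% = DMSO wells and 100% = 10 µM SAHA wells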
Numbers without * were called inactive; x = no result given.

Molecule	rCAG RNA binder	GC-B act	ADAM10 inh	Tn6 DDE FP	ARFGAP1 inhibitor	GC-A act	sPLA2-III inh	ASAP1 inh	GAA850 FXN act	proKLK7 act
Cc1ccc(OCC(=O)N/N=C\c2ccc(C)o2)c([N+](=O)[O-])c1	-13.9	-0.9	5.2	3.3	-0.8	-2.3	-2.7	14.7	1.6	-0.2
CN(C(=O)CSc1nnc(-c2c[nH]c3ccccc23)o1)C1CCS(=O)(=O)C1 (configuration not stated)	1.3	1.5	0.1	4.0	13.3	2.1	-1.7	4.7	1.3	0.2
C=CCNc1nc(Nc2cc(Cl)ccc2OC)nc(OC)n1	-0.8	-12.9	1.1	-7.0	6.9	-1.2	11.5	-1.9	-0.2	0.2
CCC(=O)N1CCNC(=O)C1CC(=O)Nc1ccc(C)c(Cl)c1 (configuration not stated)	2.7	6.1	6.3	1.1	-2.5	1.5	1.3	-8.2	0.3	-0.9
O=C(c1cccc(Oc2c(Cl)cccc2[N+](=O)[O-])c1)N1CCCCC1	-3.4	-1.8	3.1	-4.2	-0.1	-1.8	-4.3	-17.6	2.9	-0.1
Cc1ccc(N=C(N)N=C(N)N)c(C)c1	-3.5	-7.8	-5.4	11.3	-3.4	8.1	3.3	-1.9	-3.0	0.3
COC(=O)[C@]12C[C@H](CC(=O)NCCCN3CCCC3=O)C(=O)N(Cc3ccccc3)C1=C[C@H](C(C)C)O[C@@H]2C1CC1	-0.9	2.6	-9.6	-4.0	8.7	5.3	6.3	-3.5	x	0.0
Cc1cc(C)cc(COn2ccnc2)c1	0.1	-0.6	4.6	-2.8	-6.4	1.5	-0.7	0.8	-0.6	-0.8
CSc1cccc(NC(=S)N2CCC(N(C)C(C)C)CC2)c1	0.2	8.2	-0.9	-12.0	-0.8	-2.3	4.8	13.3	1.1	-0.1
Cc1ccccc1C1NC(c2ccccc2C)C([N+](=O)[O-])C(C)(C)C1[N+](=O)[O-] (configuration not stated)	-4.3	-6.5	-0.6	5.9	2.4	-0.6	3.7	-3.6	2.7	0.5
CCOC(=O)c1cccc(NC(=O)CN(C)S(=O)(=O)c2cc3ccccc3s2)c1	6.2	5.1	11.9	-2.6	x	0.1	-34.2	x	x	0.3
CCc1ccccc1NC(=O)CN1C(=O)c2ccccc2S1(=O)=O	-0.7	0.7	1.1	-2.0	10.7	0.4	7.2	-7.0	-1.7	-0.2
Oc1cccc2c(NC(=S)Nc3ccc(SC(F)F)cc3)cccc12	12.6	-1.6	-67.7	-2.8	15.0	0.4	18.1	15.3	-3.1	-3.2
O=C(Nc1cccc(C(=O)N2CCCCC2)c1)C1CCC1	0.5	3.3	-0.5	-4.3	-6.3	2.3	-0.2	6.6	-0.8	-0.2
Cc1cc(C)c(S(=O)(=O)Nc2ccccc2C(=O)N2CCCC2)c(C)c1	-4.3	-0.1	-4.3	0.0	-10.1	-2.2	0.6	-22.7	0.1	0.5
CCOC(=O)C1CSC(CC(=O)Nc2ccc(OCC)cc2)C(=O)N1 (configuration not stated)	-1.3	-8.6	-4.6	-2.2	-9.2	-6.9	10.3	0.3	-0.5	1.0
CCN(CC)S(=O)(=O)c1cccc(C(=O)N/N=C/c2c(C)nn(-c3ccccc3)c2Cl)c1	-0.3	-0.9	1.3	4.8	1.9	2.1	4.0	13.6	1.1	0.0
COc1cc(NC(=O)c2cccs2)c(OC)cc1NC(=O)Cc1ccccc1	5.0	-3.5	0.3	-1.1	-2.1	4.7	1.5	1.2	-0.9	0.4
CN(C)CCCNc1ncnc2c1cnn2Cc1ccccc1Cl	-1.3	3.5	0.3	3.2	-1.1	4.7	-6.9	-9.5	-0.3	0.5
CC1=CC(C)(C)[N+](C)(C)c2ccc(C)cc21	-2.4	2.2	-0.8	-0.5	10.2	-1.4	11.0	11.4	0.6	0.4

Reprinted from the part before: two compounds, then new ones.
Molecule	rCAG RNA binder	GC-B act	ADAM10 inh	Tn6 DDE FP	ARFGAP1 inhibitor	GC-A act	sPLA2-III inh	ASAP1 inh	GAA850 FXN act	proKLK7 act
CN(C)CCCNc1ncnc2c1cnn2Cc1ccccc1Cl	-1.3	3.5	0.3	3.2	-1.1	4.7	-6.9	-9.5	-0.3	0.5
CC1=CC(C)(C)[N+](C)(C)c2ccc(C)cc21	-2.4	2.2	-0.8	-0.5	10.2	-1.4	11.0	11.4	0.6	0.4
Cc1ccc(NC(=O)c2sc3ncnc(N4CCN(c5ccccn5)CC4)c3c2C)c(C)c1	4.0	-1.9	8.6	-2.8	-2.6	-5.8	-8.6	-7.6	-2.1	-5.2
C=CCNC(=O)CC(=O)N/N=C/c1cccs1	-2.6	5.5	4.1	4.4	12.6	-7.3	0.1	5.2	-0.9	0.1
CCCCn1c(N)c(N(CCC(C)C)C(=O)CC2CCCC2)c(=O)[nH]c1=O	-0.5	-4.0	0.9	-2.3	3.2	2.5	0.1	10.5	1.0	0.7
CN1C(=O)CC(c2ccccc2)CC1=O	-0.1	2.7	-5.0	7.1	8.6	1.2	-0.8	-3.0	0.7	0.5
COC(=O)CC1C(=O)NCCN1C(=S)Nc1cccc(C(F)(F)F)c1 (configuration not stated)	1.7	-3.1	-0.8	-1.6	-11.4	6.6	-4.6	2.7	2.0	0.6
COc1ccc(OC)c(CNS(=O)(=O)c2ccccc2Br)c1	1.7	-1.8	-13.7	-3.5	0.7	-0.7	1.6	8.5	x	-0.1
CC1CN(C2CCN(C(=O)COc3ccccc3)CC2)CC(C)O1 (configuration not stated)	-3.5	-2.7	-0.9	1.9	-8.6	-1.4	-4.1	6.9	0.4	0.0
O=C1Nc2ccc3c(c2C1=Cc1cc2c(cc1Br)OCO2)OCO3	6.0	-9.1	-15.5	-6.0	12.9	-27.5	16.9	2.8	-4.5	0.0
CCOc1ncc(S(=O)(=O)N2CCN(CC)CC2)cc1C(=O)O	-1.1	-1.3	0.5	0.2	9.9	2.1	-0.2	-0.8	1.6	0.4
O=C(/C=C/c1ccco1)NC1=NCCS1	5.7	2.2	-8.9	-1.6	-2.1	0.0	-0.3	1.5	7.1	-0.2
Cc1noc2ncnc(N3CCCC3)c12	-4.2	2.7	-3.5	9.7	-6.7	-0.2	4.4	-0.3	1.1	0.1
COc1ccc2c(c1)CCCC2NS(=O)(=O)OCC(Cl)(Cl)Cl (configuration not stated)	-6.8	1.7	7.2	10.6	8.5	2.3	2.1	17.7	-1.3	0.4
O=C(Cc1ccccc1)NCc1n[nH]c(=S)n1-c1ccc(Br)cc1	0.8	3.0	4.5	-2.5	-4.2	7.5	11.7	-12.0	1.5	-0.8
OCC[C@@H]1C[C@H](O)[C@@H](O)[C@@]2(OCCCc3ccccc32)O1	2.1	8.5	-2.4	-0.3	-2.6	1.3	-0.5	-11.2	0.4	-0.1
CCOc1ccc([C@@H]2CC=C(C(=O)O)CN2S(=O)(=O)c2ccc(C)cc2)cc1	26.8	2.0	8.7	-6.6	-6.0	-2.7	2.6	-14.8	-1.0	0.2
COCCc1ccc(OC2(C)CCN(Cc3cccc(OC)c3OC)C2)cc1 (configuration not stated)	-1.8	-1.1	-14.3	7.4	-0.7	0.1	0.1	-14.7	-1.5	-0.3
COc1ccc(-c2csc(CCn3nc(C)cc3C)n2)cc1	-8.6	-11.2	-11.2	-0.8	-0.7	-15.4	-6.0	-3.9	3.9	-0.6
COc1cccc(C(=O)NCCOc2cc(C)cc(C)c2)c1	-1.2	0.6	-2.9	-8.4	0.8	-2.0	-3.6	8.3	0.1	-1.0
COc1ccc(NS(=O)(=O)c2cccc(C(=O)NCC(c3ccco3)N3CCCCC3)c2)cc1 (configuration not stated)	-2.2	-3.7	1.1	3.2	12.8	-8.4	-24.0	-3.3	1.1	0.1
COCc1c(C(=O)Nc2ccc(C)c(S(=O)(=O)N3CCOCC3)c2)oc2ccccc12	4.1	13.9	0.9	-4.1	3.2	12.0	-10.2	-3.2	0.0	0.6

(continued)
Molecule	rCAG RNA binder	GC-B act	ADAM10 inh	Tn6 DDE FP	ARFGAP1 inhibitor	GC-A act	sPLA2-III inh	ASAP1 inh	GAA850 FXN act	proKLK7 act
COC(=O)[C@]12CCCCC=C1N(Cc1ccc(Cl)cc1Cl)C(=O)[C@H](CC(=O)N1CCC(c3ccccc3)CC1)C2	9.7	4.8	-4.6	-4.9	8.8	-4.2	11.8	-0.5	x	0.8
COc1ccc(N2CCN(C3CCCN(C(=O)CSC)C3)CC2)cc1 (configuration not stated)	-6.0	1.1	3.9	0.3	-5.0	1.1	-2.1	0.1	0.7	0.3
CCc1nnc2sc(-c3ccc(NC(=O)c4ccc5c(c4)OCCO5)cc3)nn12	1.0	7.7	-13.3	0.1	2.1	14.4	-0.6	1.2	-2.0	-3.4
CCOc1cc(C(=O)Nc2cc3c(cc2N2CCOCC2)n(C)c(=O)n3C)cc(OCC)c1OCC	-6.2	7.0	5.5	-5.2	3.5	-0.1	3.6	3.7	3.0	0.3
CCC(C)NCCCCOc1ccc(C)cc1[N+](=O)[O-] (configuration not stated)	-0.4	1.6	-10.5	-4.3	-4.6	-1.6	4.5	-4.5	0.7	0.0
COc1ccccc1NS(=O)(=O)c1cc(Cl)ccc1OC	0.9	-8.5	5.2	4.5	1.9	-10.3	-16.0	3.8	0.9	-0.1
O=C(CSc1nc(-c2ccco2)cc(C(F)(F)F)n1)N1CCN(Cc2ccccc2)CC1	1.8	-3.9	-10.5	6.9	-0.5	-0.6	-10.2	1.5	-0.4	-0.6
Cc1ccc(C)c(NC(=S)NCCc2ccc(S(N)(=O)=O)cc2)c1	-0.6	2.2	2.8	-1.0	9.2	5.0	2.1	5.1	1.1	-0.3
COCCn1c(=NC(=O)CSCC(=O)NC2CCCCC2)sc2cc(OC)ccc21	-3.7	-17.2	-7.2	5.0	2.0	-26.4	-0.2	6.9	2.7	0.3
Cc1nc2ccc(C(=O)NCc3ccc4c(c3)OCO4)cc2s1	-1.1	0.6	-2.7	2.0	2.6	3.7	2.5	-3.2	2.3	0.0
CC(=O)N1CCn2c3c(c(=O)c4cc(C)ccc42)CCC31 (configuration not stated)	9.2	-3.5	-59.2	-0.2	11.5	-9.3	-0.5	8.6	0.5	-4.8
Cc1ccc(N(C(=O)C2CCC(=O)N2)C2(C(=O)NC3CCCCC3)CCCCC2)cc1 (configuration not stated)	-5.9	-13.6	-2.5	-0.9	-1.0	-17.4	4.0	4.4	0.1	0.1
Cc1ccccc1N(CC(=O)NC1CCCC1)C(=O)CS(=O)CC(=O)Nc1ccc2c(c1)OCO2 (configuration not stated)	-0.8	7.2	-4.3	-5.1	-2.3	2.4	-5.7	-1.7	2.9	-0.5
CCOC(=O)c1c(CSC(=N)N)n(C)c2cc(Br)c(OC(C)=O)cc12	14.0	-20.5	5.1	0.9	4.4	-23.9	17.5	-13.2	6.3	0.4
Cc1cccc2nc(-c3cccc(NC(=O)Cc4ccccc4)c3)cn12	4.8	3.4	-39.3	1.2	7.0	5.7	-9.1	-6.0	4.3	0.0
